Screening results: PubChem BioAssay, Sanford-Burnham Center for Chemical Genomics
A3G deaminase: inhibitors of human APOBEC3G DNA deaminase. AID 493012. recombinant A3G, ssDNA deamination FAM/TAMRA fluorescence. inhibition, % at 20 µM. 330,000 compounds, 0.28% hits;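 active = inhibition of at least 40% at 20 µM, with no more than 30% in the related APOBEC3A deaminase screen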;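 also: plate controls were DMSO wells with A3G for no effect and wells lacking A3G enzyme for full effect; some compounds called inactive have numbers as strong as hits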
CCR6 antag: CCR6 (human) receptor antagonism | P51684 | CHO-K1 CCR6 PathHunter beta-arrestin, luminescence, CCL20-stimulated | inhibition, % at 20 µM | 340,000 compounds, 0.49% hits;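 active = compounds whose inhibition of the agonist-driven luminescence signal at 20 µM reaches about 50%, limit read from the data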;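 also: cells stimulated with CCL20 at 14 nM final; plate controls were DMSO with CCL20 for no effect and DMSO without agonist for full effect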
CXCR6 block: inhibitors of human CXCR6 receptor. CHO-K1 PathHunter CXCR6 beta-arrestin, luminescence. O00574. inhibition, % at 20 µM. 360,000 compounds, 0.36% hits; in the data active = inhibition above about 34%, passing the limit was not always enough;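 also: antagonist mode with CXCL16 agonist at 10 nM final; 0% = 10 nM CXCL16 with DMSO and 100% = unstimulated wells without agonist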
Target sequence (O00574 whole entry, looked up): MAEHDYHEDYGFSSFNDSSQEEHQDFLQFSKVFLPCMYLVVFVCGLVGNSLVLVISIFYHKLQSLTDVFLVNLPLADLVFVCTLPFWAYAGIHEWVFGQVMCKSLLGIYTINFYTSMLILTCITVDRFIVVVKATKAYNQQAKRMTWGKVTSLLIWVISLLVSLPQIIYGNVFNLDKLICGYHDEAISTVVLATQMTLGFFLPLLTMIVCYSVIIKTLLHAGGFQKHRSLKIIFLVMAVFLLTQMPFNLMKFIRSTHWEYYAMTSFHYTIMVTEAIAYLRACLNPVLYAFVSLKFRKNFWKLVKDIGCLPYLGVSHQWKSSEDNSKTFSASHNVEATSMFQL
A3A deaminase: inhibitors of human APOBEC3A DNA deaminase; AID 493011; inhibition, % at 20 µM; P31941; 330,000 compounds, 0.41% hits; recombinant A3A, FAM/TAMRA ssDNA deamination fluorescence;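 active = at least 40% inhibition at 20 µM here, with at most 30% in a related deaminase screen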;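 also: plate controls were A3A with DMSO for no effect and wells lacking A3A enzyme for full effect; some results filed as inactive read as strong as hits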
Target sequence (P31941 whole entry, looked up): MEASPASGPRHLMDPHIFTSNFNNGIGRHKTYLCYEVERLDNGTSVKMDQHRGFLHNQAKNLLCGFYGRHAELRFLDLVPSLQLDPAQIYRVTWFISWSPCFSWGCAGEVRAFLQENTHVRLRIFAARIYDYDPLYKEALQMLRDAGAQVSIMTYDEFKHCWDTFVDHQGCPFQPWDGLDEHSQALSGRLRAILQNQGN
Gli-Sufu block: blocks Gli-Sufu signaling in a luciferase reporter; Sufu-KO-LIGHT fibroblasts, Gli luciferase reporter luminescence; inhibition, % at 5 µM; 340,000 compounds, 0.74% hits; AID 588413;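 active = inhibition above about 55%, limit read from the data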;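 also: 0% = DMSO-treated cells and 100% = wells with medium but no cells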
EBI2 antag: EBI2 (human) antagonism; P32249; EBI2 beta-arrestin recruitment, luminescence, 7a,25-OHC stimulated; inhibition, % at 5 µM; 360,000 compounds, 0.81% hits; AID 651636; in the data active = inhibition above about 38%;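 also: enzyme fragment complementation signal reports receptor beta-arrestin coupling in cells; 0% = agonist plus DMSO wells and 100% = wells without agonist; some results beyond the cut were filed as inactive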
Target sequence (P32249 whole entry, looked up, the tested form may be a part): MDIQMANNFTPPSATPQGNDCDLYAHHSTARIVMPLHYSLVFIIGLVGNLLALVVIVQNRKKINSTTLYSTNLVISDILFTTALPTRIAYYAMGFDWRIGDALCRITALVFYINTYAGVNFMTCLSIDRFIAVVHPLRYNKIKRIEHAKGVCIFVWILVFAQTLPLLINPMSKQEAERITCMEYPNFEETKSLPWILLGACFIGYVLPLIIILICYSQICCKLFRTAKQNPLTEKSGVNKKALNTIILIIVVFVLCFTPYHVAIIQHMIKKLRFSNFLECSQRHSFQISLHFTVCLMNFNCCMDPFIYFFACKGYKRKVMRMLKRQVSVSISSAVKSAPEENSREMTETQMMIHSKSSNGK
MPTP block: blocks calcium-induced mitochondrial swelling. AID 602449. inhibition, % at 10 µM. isolated mouse mitochondria, Ca2+ swelling absorbance, 30 min. 360,000 compounds, 1.4% hits;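 active = inhibition of 50% or more, scaled per plate between neutral and stimulator controls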;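 also: 0% = DMSO wells given calcium and 100% = 1 mM EGTA wells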
NR3A LBD binder: modulates the human NR3A ligand-binding domain; Tm shift relative to glycine control, % at 25 µM; 340,000 compounds, 2.5% hits; NR3A LBD differential scanning fluorimetry, Tm shift; 0% = protein alone, 100% = glycine-bound protein; AID 1259313;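 active = melting temperature shift of at least 10% of the positive control shift, at one fixed dose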
* = called active by the depositor; . = not tested or not shown.

SMILES	A3G deaminase	CCR6 antag	CXCR6 block	A3A deaminase	Gli-Sufu block	EBI2 antag	MPTP block	NR3A LBD binder
CCOc1ccc(N2CC(C(=O)Nc3ccc(F)cc3F)CC2=O)cc1 (centres undefined)	0	-3	3	2	-19	13	-0.9	0
CC(C)Cn1c2c(c(O)c(C(=O)Nc3ccc(F)cc3)c1=O)CCCC2	-3	-2	9	-2	8	11	-1.0	4
COc1ccc(/C=C2/SC(=O)N(CCC(=O)Nc3ccccc3)C2=O)cc1OC	0	2	-6	2	-13	-1	0.6	-1
Cc1ccc(NC(=S)N2CCN(S(=O)(=O)c3ccc(F)cc3)CC2)cc1	-5	14	-6	-2	-3	-15	0.5	2
O=C(NC(C(=O)N/N=C/c1c2ccccc2cc2ccccc12)c1n[nH]c(=O)c2ccccc12)c1ccccc1 (centres undefined)	-2	-26	8	7	0	1	4.3	0
CC(C)(C)NC(=O)C(c1c[nH]c2ccccc12)N(C(=O)Cn1nnc(-c2ccc(Cl)cc2)n1)c1ccccc1F (centres undefined)	-3	12	8	1	15	29	0.5	3
O=C(NCC1CCCN(C(=O)c2cc(Cl)ccc2F)C1)c1ccc(F)cc1 (centres undefined)	19	17	-3	8	11	-1	-1.1	-2
Nc1ncnc2c1cnn2C1CC(O)C(CO)O1 (centres undefined)	.	16	-4	.	8	-3	-1.6	2
CNC(=O)COC(=O)c1nc(-n2nc(C)cc2C)ccc1Cl	-5	-5	2	1	0	-12	0.4	4
CCc1c(C)sc(NC(=O)c2ccco2)c1C(=O)N1CCCCC1	5	6	5	3	0	-4	-3.7	1
O=C(Nc1nccs1)C1CCN(S(=O)(=O)c2c(Cl)cccc2Cl)CC1	-7	13	0	0	9	8	0.0	-1
COc1ccc(/C=N/NC(=O)COc2cccc3ccccc23)c(C(=O)O)c1OC	-10	2	-15	-1	32	2	-0.9	3
COC1CCN(C(=O)c2cc(COc3ccc(-n4cncn4)cc3)on2)CC1	-8	10	1	-8	8	-6	-1.4	-2
CCn1c2ccccc2c2nnc(SCc3ccc(C(=O)OC)o3)nc21	-1	8	4	3	6	3	1.6	2
O=C(N/N=C/c1cccc2ccccc12)C(=O)N1CCCC1	-9	28	2	-3	5	4	-0.4	0
Cc1ccc2ncccc2c1NC(=S)NC(=O)c1ccccc1	0	23	6	1	4	6	-0.8	0
CCn1cc(C(=O)N2CCCC(C(=O)c3ccc4ccccc4c3)C2)cn1 (centres undefined)	-2	13	-2	-1	0	-2	0.4	-1
Cc1[nH]c2c(ccc3ccccc32)c1C1C(CCN)C1(C)C (centres undefined)	-7	9	-5	-2	9	17	-1.0	-3
CC(=NCCN1CCN(C(C)=C2C(=O)c3ccccc3C2=O)CC1)C1=C(O)CC(C)(C)CC1=O	-5	-7	-8	-5	21	-6	0.4	-2
CCOC(=O)C1=CN(Cc2ccc(Br)cc2)S(=O)(=O)N(C)C1C (centres undefined)	4	23	-3	5	-1	-3	-0.2	17*
COc1ccccc1NS(=O)(=O)c1ccc(C)c(NC(=O)C2CCCO2)c1 (centres undefined)	-5	7	5	4	-2	-14	-3.1	-2
COc1ccc(Cl)cc1NC(=O)C1CC(=O)N(c2ccc(F)cc2)C1 (centres undefined)	-4	-11	-4	-1	-19	23	-1.2	-3
C[C@H]1CCC(=O)N([C@H](CSc2ccccc2)Cc2ccccc2)CC1	-11	22	8	-4	-5	2	1.0	2
Cc1sc(=NC(=O)c2ccco2)n(C)c1-c1ccc(F)cc1	-3	7	5	0	10	-2	-0.8	1
CNC(=S)NCCc1ccccc1	-8	-4	-5	-6	2	0	1.2	1
O=C(c1cccs1)N1CCN(c2ccc(F)cc2)CC1	-1	-11	0	1	-14	-8	-2.8	-2
O=C(Nc1nc(-c2ccccc2)ns1)c1cccs1	-6	-1	0	1	-40	-8	7.3	19*
COC(=O)C(NC(=O)COc1ccccc1)(Nc1nc2c(s1)CCCC2)C(F)(F)F (centres undefined)	-2	9	-13	-3	4	-4	0.3	-1
CC(C)(C)C(=O)N(Cc1ccccc1)c1ccccn1	-10	-7	-1	0	-4	-3	-0.5	-2
COc1ccc(NS(=O)(=O)c2cc(NC(=O)c3cnc(C)cn3)ccc2N2CCCCC2)cc1	-7	5	10	0	13	-1	0.1	-6
O=C(CCCC(=O)N1CCN(c2cccc(Cl)c2)CC1)c1ccccc1	1	15	5	4	-26	1	-0.6	0
CCc1noc(C)c1C(=O)NNC(=O)COc1ccc(C)c(C)c1	-9	12	1	-2	-3	7	0.4	0
Cc1ccc(CNC(=O)C2CC(=O)N(C3CCCCCC3)C2)cc1 (centres undefined)	-2	10	5	-2	1	-2	0.5	-1
COc1ccc(N2CCN(CC(=O)NCc3ccc(Cl)cc3)CC2)cc1	17	2	8	-8	-4	-2	-0.7	0
COc1ccc(S(=O)(=O)N2CCOCC2)cc1NC(=O)COC(=O)c1ccc(C)s1	-6	6	1	-2	-4	11	-1.3	4
NNC(=O)c1nnn(-c2nonc2N)c1CN1CCc2ccccc2C1	-4	4	-8	-2	-10	0	0.5	-2
CCOc1ccccc1NC(=O)CSc1nc2c(c(=O)n1C)SC(C)C2 (centres undefined)	-5	5	-2	-1	15	-1	-1.1	-2
Cc1ccc(NCc2nnc3n2CCCCC3)cc1	4	7	4	-5	-3	8	0.5	0
Cc1cccc(OCc2ccc(C(=O)Nc3cc(C)on3)o2)c1	-7	14	-4	-1	-15	-9	-1.5	-1
Cn1nc(-c2ccccc2)cc1NC(=O)c1ccccc1	-10	9	4	-4	-9	13	-0.4	-1
CCOc1ccc(C(=O)OCC(=O)c2c(N)n(C)c(=O)n(C)c2=O)cc1OCC	-6	-8	-1	-2	-10	-4	-5.2	2
Cc1ccc(S(=O)(=O)N2CCOCC2)cc1C(=O)NCc1ccccc1CN1CCCC1	-3	11	-2	-2	3	-10	-1.0	-2
COc1cc(-c2nc3ccccc3c(=O)n2N)cc(OC)c1OC	-6	-6	5	1	5	-11	1.4	0
Cc1cc(C)c(NC(=O)COC(=O)C2CCCCC2)c(C)c1	-6	12	2	-2	25	3	1.2	-2
CC1SCCN1S(=O)(=O)c1ccc2ccccc2c1 (centres undefined)	14	-8	5	-9	0	1	-0.7	-1
NC(=O)c1ccccc1NC(=O)CN1CCCCCC1	-9	-1	4	-1	-5	5	-1.4	1
CCOC(=O)C(=O)N/N=C/c1ccco1	-8	6	3	3	5	-5	0.6	2
O=C(Nc1ccc2oc(-c3cccnc3)nc2c1)c1cc2ccccc2o1	-7	-18	0	-2	6	9	-0.1	7
Cc1ccccc1NC(=O)CC1(c2ccc(N(C)C)cc2)C(=O)c2ccccc2C1=O	1	9	8	2	4	-4	1.4	0
Clc1ccc(N2CCN(Cc3ccc(Br)o3)CC2)cc1	-9	-2	-4	-3	11	-5	-0.1	-1
Cc1c(Cl)cccc1Nc1ccccc1C(=O)O	-7	8	0	-4	6	-6	0.3	-5
COc1ccc(-n2nc(C(N)=O)nc2-c2ccccc2)cc1	-4	7	-15	-6	4	-10	2.6	2
COc1ccc(CCC(=O)N2CCN(S(=O)(=O)c3cccc(Cl)c3)CC2)cc1	-5	12	-2	-1	-2	72*	0.0	-1
COc1ccc(NC(=O)CN2CCN(C3c4ccccc4-c4ccccc43)CC2)c(OC)c1	-1	-11	4	-4	3	6	0.7	-3
FC(F)(F)c1ccccc1NC(=S)N1CCc2ccccc2C1	-14	1	9	-2	12	-11	-0.7	3
N#Cc1ccc(NC(=S)NC(=O)C2CCCCC2)cc1	3	40	21	4	-9	-5	1.3	0
C=CCOc1ccccc1/C=N/NC(=O)c1ccc(Cl)cc1Cl	-8	10	5	-4	5	3	2.2	-22
Cc1ccc(N(C)S(=O)(=O)c2cccc(C(=O)Nc3nc4ccccc4[nH]3)c2)cc1	-7	22	-1	-2	-1	10	0.0	-3
CCOc1ccc(NS(=O)(=O)c2cc(C(=O)N(CC)CC(=O)NCc3cccs3)ccc2C)cc1	0	3	0	1	-4	2	-1.3	1
O=C1Nc2ccccc2C1C(C[N+](=O)[O-])c1ccccn1 (centres undefined)	-7	-2	1	0	1	-2	0.8	3

Continued:
SMILES	A3G deaminase	CCR6 antag	CXCR6 block	A3A deaminase	Gli-Sufu block	EBI2 antag	MPTP block	NR3A LBD binder
CC(C)Nc1nc(-c2cccnc2)nc(-c2ccccc2)c1C#N	-11	13	1	-5	2	4	0.4	1
O=C(Nc1cc2c(cc1C(=O)O)OCCCO2)c1ccc(C(F)(F)F)cc1	-7	-16	-15	-1	-18	5	0.4	-15
Cc1nc(CCNC(=O)Cc2ccc(Cl)cc2)cs1	-7	6	5	-1	-9	1	-1.8	1
Cn1c(=N)n(CC(=O)c2ccc(Cl)c(Cl)c2)c2ccccc21	-1	5	-16	1	9	32	-1.6	-1
O=C(Nc1ccc(CN2CCS(=O)(=O)CC2)cc1)c1ccccc1	-1	-4	0	1	1	-2	-0.5	-1
CCC1(C)Cc2c(sc3c2c(=O)n(C)c2nnc(SCc4ccccc4)n32)CO1 (centres undefined)	4	11	1	0	4	7	0.1	0
Cc1ccc(-c2nn(-c3ccccc3)cc2CSC(=N)N)cc1	-6	26	4	-4	20	-11	99*	-3
CCCSc1nc(N)nc(-c2cccs2)c1C#N	-3	-1	-7	-2	-9	0	1.4	-7

Rewritten in markdown: entries from further up
| compound | A3G deaminase | CCR6 antag | CXCR6 block | A3A deaminase | Gli-Sufu block | EBI2 antag | MPTP block | NR3A LBD binder |
| --- | --- | --- | --- | --- | --- | --- | --- | --- |
| FC(F)(F)c1ccccc1NC(=S)N1CCc2ccccc2C1 | -14 | 1 | 9 | -2 | 12 | -11 | -0.7 | 3 |
| N#Cc1ccc(NC(=S)NC(=O)C2CCCCC2)cc1 | 3 | 40 | 21 | 4 | -9 | -5 | 1.3 | 0 |
| C=CCOc1ccccc1/C=N/NC(=O)c1ccc(Cl)cc1Cl | -8 | 10 | 5 | -4 | 5 | 3 | 2.2 | -22 |
| Cc1ccc(N(C)S(=O)(=O)c2cccc(C(=O)Nc3nc4ccccc4[nH]3)c2)cc1 | -7 | 22 | -1 | -2 | -1 | 10 | 0.0 | -3 |
| CCOc1ccc(NS(=O)(=O)c2cc(C(=O)N(CC)CC(=O)NCc3cccs3)ccc2C)cc1 | 0 | 3 | 0 | 1 | -4 | 2 | -1.3 | 1 |
| O=C1Nc2ccccc2C1C(C[N+](=O)[O-])c1ccccn1 (centres undefined) | -7 | -2 | 1 | 0 | 1 | -2 | 0.8 | 3 |
| CC(C)Nc1nc(-c2cccnc2)nc(-c2ccccc2)c1C#N | -11 | 13 | 1 | -5 | 2 | 4 | 0.4 | 1 |
| O=C(Nc1cc2c(cc1C(=O)O)OCCCO2)c1ccc(C(F)(F)F)cc1 | -7 | -16 | -15 | -1 | -18 | 5 | 0.4 | -15 |
| Cc1nc(CCNC(=O)Cc2ccc(Cl)cc2)cs1 | -7 | 6 | 5 | -1 | -9 | 1 | -1.8 | 1 |
| Cn1c(=N)n(CC(=O)c2ccc(Cl)c(Cl)c2)c2ccccc21 | -1 | 5 | -16 | 1 | 9 | 32 | -1.6 | -1 |
| O=C(Nc1ccc(CN2CCS(=O)(=O)CC2)cc1)c1ccccc1 | -1 | -4 | 0 | 1 | 1 | -2 | -0.5 | -1 |
| CCC1(C)Cc2c(sc3c2c(=O)n(C)c2nnc(SCc4ccccc4)n32)CO1 (centres undefined) | 4 | 11 | 1 | 0 | 4 | 7 | 0.1 | 0 |
| Cc1ccc(-c2nn(-c3ccccc3)cc2CSC(=N)N)cc1 | -6 | 26 | 4 | -4 | 20 | -11 | 99* | -3 |

Not a retest: entries from further up.
SMILES	A3G deaminase	CCR6 antag	CXCR6 block	A3A deaminase	Gli-Sufu block	EBI2 antag	MPTP block	NR3A LBD binder
Cc1nc(CCNC(=O)Cc2ccc(Cl)cc2)cs1	-7	6	5	-1	-9	1	-1.8	1
Cn1c(=N)n(CC(=O)c2ccc(Cl)c(Cl)c2)c2ccccc21	-1	5	-16	1	9	32	-1.6	-1

Rows are unselected; 5.8% or so of the library scored in one or more.
